Epigenetic derep: Quantitative High-Throughput Screen for Regulators of Epigenetic Control | murine LDR cells, GFP reporter derepression, 30 h | Potency, µM (top dose mostly 53.9 µM), without a hit: at the highest dose GFP activation, hits mostly activators | 280,000 compounds, 0.2% hits | AID 1865, 2009; note: potency is the fitted concentration of half-maximal effect; % of control where 0% means no effect; nearly all actives have a fitted effect of over 60% in size
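Derepression of a silenced CMV-GFP reporter in murine LDR cells is scored by enumerating GFP-positive cells with a laser-scanning microplate cytometer after 30 hours of treatment at 37 C.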
L3MBTL1 inh: qHTS Assay for the Inhibitors of L3MBTL1; Potency, µM (doses to about 57.1 µM), for the others: top-dose activity, negative = inhibition, actives largely listed as inhibitors; AID 485360, 2010; 230,000 compounds, 0.66% hits; AlphaScreen L3MBTL1–H3K9me1 peptide binding; Lethal(3)malignant brain tumor-like protein 1 (Homo sapiens), Q9Y468; note: potency is the fitted concentration of half-maximal effect; % is set by controls: 0 for no effect and ±100 for the full control effect; nearly all actives have a fitted effect of over 60% in size
Target sequence (Q9Y468 whole entry, looked up): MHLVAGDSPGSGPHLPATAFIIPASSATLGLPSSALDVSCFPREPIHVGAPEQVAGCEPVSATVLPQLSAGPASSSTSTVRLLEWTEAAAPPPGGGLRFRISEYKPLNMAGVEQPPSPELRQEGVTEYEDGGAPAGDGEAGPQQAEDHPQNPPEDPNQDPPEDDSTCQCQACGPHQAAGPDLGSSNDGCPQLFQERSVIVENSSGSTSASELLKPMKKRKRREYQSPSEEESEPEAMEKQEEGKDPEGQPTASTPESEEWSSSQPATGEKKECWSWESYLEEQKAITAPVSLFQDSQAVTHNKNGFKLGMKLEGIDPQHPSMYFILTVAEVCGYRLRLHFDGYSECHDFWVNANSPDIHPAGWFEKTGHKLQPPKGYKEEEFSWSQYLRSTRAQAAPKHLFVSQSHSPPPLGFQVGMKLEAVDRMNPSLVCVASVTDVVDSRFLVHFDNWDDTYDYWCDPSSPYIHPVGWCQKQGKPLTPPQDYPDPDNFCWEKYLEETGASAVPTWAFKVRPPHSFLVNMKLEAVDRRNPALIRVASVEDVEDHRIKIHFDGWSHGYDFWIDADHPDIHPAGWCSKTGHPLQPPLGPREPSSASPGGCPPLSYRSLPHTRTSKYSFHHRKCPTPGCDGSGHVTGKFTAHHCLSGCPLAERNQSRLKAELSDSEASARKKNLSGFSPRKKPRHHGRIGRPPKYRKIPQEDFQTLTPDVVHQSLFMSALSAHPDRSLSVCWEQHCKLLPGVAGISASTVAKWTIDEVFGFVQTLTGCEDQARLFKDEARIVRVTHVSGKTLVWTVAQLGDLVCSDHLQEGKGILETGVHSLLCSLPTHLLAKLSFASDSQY
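First, the protein-peptide complex forms for 30 min at room temperature (L3MBTL1 50 nM, biotinylated H3K9me1 peptide 75 nM). Next, compounds are pin-transferred and incubated 30 min. Finally, AlphaScreen beads are added and read after 30 min.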
HTT aggregate: qHTS Multiplex Assay to Identify Dual Action Probes in a Cell Model of Huntington: Aggregate Formation (GFP). 220,000 compounds, 1.1% hits. PC12 HttQ103-GFP aggregates, Acumen cytometry, 40 h. AID 1688, 2009. Potency, µM (doses to about 46.1 µM), for the others: top-dose activity change, negative = inhibition, hits mostly inhibitors; note: potency is the fitted concentration of half-maximal effect; % is set by controls: 0 for no effect and ±100 for the full control effect; nearly all actives have a fitted effect of over 60% in size
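Steps: seed 1500 PC12 HTTQ103-GFP cells/well; add tebufenozide, 100 nM final; add compound titration; add ATPLite reagent; quantify GFP aggregates by laser scanning cytometry.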
NPSR antag: qHTS Assay for Antagonists of the Neuropeptide S Receptor: cAMP Signal Transduction. Q6W5P4. CHO-NPSR cells, cAMP TR-FRET, antagonist mode. Potency, µM (doses to about 38.3 µM), inactives show top-dose activity change, negative = inhibition, actives largely listed as inhibitors. 220,000 compounds, 1% hits; note: potency is the fitted concentration of half-maximal effect; % is set by controls: 0 for no effect and ±100 for the full control effect; nearly all actives have a fitted effect of over 50% in size; many of its hits are not listed in these tables
CBFb RUNX1 block: qHTS Assay for Compounds Blocking the Interaction Between CBF-beta and RUNX1 for the Treatment of Acute Myeloid Leukemia; Runt-related transcription factor 1 (Homo sapiens) + Core-binding factor subunit beta …; AlphaScreen CBFb-His/RUNX1-biotin binding, biochemical; Potency, µM (series often up to 59.8 µM), for the others: top-dose activity, negative = inhibition, usual class: inhibitors; 230,000 tested, under 10 active; note: % of control where 0% means no effect
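AlphaScreen proximity signal reports loss of binding between His-tagged CBF-beta and biotin-labelled RUNX1, each at 30 nM. Proteins are pre-associated for 20 minutes, compounds added for 15 minutes, then beads for 90 minutes, all at ambient temperature.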
IMPase Li cell: qHTS Assay for Identifying the Cell-Membrane Permeable IMPase Inhibitors: Potentiation with Lithium | CHO-M1 cells, IP1 TR-FRET (IP-One), carbachol + lithium | Potency, µM (doses to about 59.4 µM), without a hit: at the top dose activity, negative = IMPase inhibition, most hits filed as inhibitors | 210,000 compounds, 0.35% hits | AID 1457, 2008;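 note: IP1 builds up when IMPase is blocked and the TR-FRET signal falls; potency is the fitted concentration of half-maximal effect; plate controls were basal vehicle for no effect and high inhibitor control for full effect; nearly all actives have a fitted effect of over 50% in size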
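Readout is a homogeneous TR-FRET IP1 immunoassay (Ex 320, Em 665 and 620), where raised cytosolic IP1 lowers signal. Cells were CHO-M1 treated 30 min at 37C with test compounds plus a little lithium; AC50 values came from Hill-equation fitting.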
Luc counter: Counterscreen for Luciferase (Kinase-Glo TM) Inhibition | Potency, µM (series often up to 38.3 µM), inactives show top-dose activity change, negative = inhibition, actives largely listed as inhibitors | AID 1379, 2008 | Luciferin 4-monooxygenase (Photuris pensylvanica), Q27757 | 200,000 compounds, 0.28% hits | Kinase-Glo luciferase, ATP luminescence, 8 min; note: potency is the fitted concentration of half-maximal effect; % is set by controls: 0 for no effect and ±100 for the full control effect; nearly all actives have a fitted effect of over 60% in size
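Luminescence was the read-out, taken after 8-minute incubation at ambient temperature. Luciferase turned over luciferin with 10 uM ATP in imidazole pH 7.2 buffer containing KCl, MgCl2, Tween 20 and BSA.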
The depositor's hits bear a star; ? = inconclusive; nt = not tested or not shown; & = joins results of further samples; [ ] = dose if it differs, or a comment. Calls come from the whole dose curve; as a rule, active = well fitted curve in the direction sought with a large enough effect; inconclusive = small, poorly fitted or top-dose-only effect, or another doubt; inactive = no such curve, though single readings can be large; an effect the other way counts as inactive or inconclusive.

#	SMILES	Epigenetic derep	L3MBTL1 inh	HTT aggregate	NPSR antag	CBFb RUNX1 block	IMPase Li cell	Luc counter
1	CCOC(=O)c1c(-c2ccccc2)oc2ccc(OC(C)C(=O)O)cc12 (stereo unspecified)	1.0%	7%	-9%[9.22 µM]	-25%	2%	nt	nt
2	Cc1ccc(C(=O)Nc2nc(=O)[nH]s2)cc1	-4.1%&-2.2%	-10%	11%&-13%	-5%&-1%	6%&-4%	-7%&6%	5%&0%
3	CC[C@H](C)[C@@H](NC(=O)O[C@@H]1Cc2cc(Br)ccc2O[C@H]1c1cccc(OC)c1)C(=O)OC	-1.1%	nt	nt	nt	2%	12%	-2%
4	Oc1ccc(Cl)cc1C=NCCc1ccccc1	-1.0%	3%	1%	-4%	-2%	6%	0%
5	O=C(NCc1ccccn1)C1CC(c2ccccc2Cl)=NO1 (stereo unspecified)	-4.4%	-8%	1%[9.22 µM]	-7%	3%	-2%	-7%
6	COc1ccc(CCNC(=O)C2CC3Cn4c(nc5ccccc54)C3N2C)cc1 (stereo unspecified)	3.8%	nt	-17%[9.22 µM]	16%	9%	nt	nt
7	CCOc1ccc(C2C(=O)N(C3CCCCC3)CC(=O)N2CC2CCCO2)cc1OC (stereo unspecified)	-1.0%	3%	-2%	-2%[46.1 µM]	1%	nt	nt
8	OCCN1CCN(CC#CCn2c3ccccc3c3ccccc32)CC1	-5.8%	0%	2%	?	11%	20%[38.3 µM]	4%
9	CC(=O)Nc1ccc2c(CSc3nncs3)cc(=O)oc2c1	-2.2%	nt	18%[9.22 µM]	-13%	-2%	nt	nt
10	CCn1cc(/C=N\NC(=O)Cc2ccc(Cl)cc2)cn1	0.0%	5%	1%	14%	-2%	-10%	-3%
11	CN(Cc1cccs1)C(=O)COC(=O)CNC(N)=O	-2.3%	nt	6%	5%	-6%	-1%	-3%
12	COC(=O)c1ccc(-n2c(C)cc(C(=O)COC(=O)CC3Sc4ccccc4NC3=O)c2C)cc1 (stereo unspecified)	-1.3%	-11%	-12%	3%	-14%	9%	-1%
13	CCc1ccccc1N1CC23C=CC(O2)C(C(=O)O)C3C1=O (stereo unspecified)	0.8%	47%[activator]	-9%	-16%[46.1 µM]	8%	21%[38.3 µM]	-6%
14	COc1cccc(NC(=S)NNC(=O)c2c([N+](=O)[O-])c(C)nn2C)c1	-1.2%	-1%	20%	-17%[46.1 µM]	-6%	5%[38.3 µM]	5%
15	O[C@@](CCN1CCCCC1)(c1ccccc1)[C@@H]1C[C@H]2C=C[C@@H]1C2	-0.4%[16.9 µM]	nt	nt	nt	0%[21.7 µM]	13%	0%[17.1 µM]
16	CCC(CC)C(=O)N(CCc1ccc(OC)cc1)Cc1nc2ccccc2c(=O)[nH]1	-0.2%	nt	-21%	-28%[46.1 µM]	0%	15%[38.3 µM]	-4%
17	O=C(Cn1cnc2ccccc21)N/N=C/c1ccc([N+](=O)[O-])cc1	0.0%	0%	-14%	11%	3%	-1%	4%
18	CC(=O)c1ccc(NC(=S)N(CCCN(C)C)Cc2ccccc2)cc1	0.0%	-1%	-2%[9.22 µM]	4%[7.67 µM]	1%	nt	nt
19	Cc1ccc(S(=O)(=O)N(C)c2c(C)ccc(S(=O)(=O)NC(C)(C)C)c2C)cc1	1.7%	-3%	19%[9.22 µM]	51%	3%	1%	1%
20	COc1ccc(Cl)cc1NC(=O)CCNC(=O)OCc1ccccc1	-1.1%	39%[activator]	3%	-1%	-3%	0%	2%
21	O=C(CSc1ncnc2[nH]ncc12)Nc1nc(-c2ccc(F)c(F)c2)cs1	-3.8%	-2%	?	-4%	?	16%	1%
22	CCn1c(SCC(=O)Nc2ccc(S(N)(=O)=O)cc2)nnc1-c1ccccc1OC	-0.9%	4%	0%	-3%[46.1 µM]	2%	5%[38.3 µM]	-2%
23	Cc1cc(C)n2c3c(c(C#N)c2n1)CC(C)(C)OC3	-4.3%	3%	0%	-2%[46.1 µM]	1%	nt	nt
24	COc1ccc(N/N=C(/C#N)S(=O)(=O)C(C)(C)C)cc1	-2.7%	nt	-5%	-7%	-6%	3%	-5%
25	CCOC(=O)C1=C(C)Nc2ccccc2S1	-4.3%	nt	-19%[9.22 µM]	-10%	-5%	nt	nt

A section taken from the entries so far:
#	SMILES	Epigenetic derep	L3MBTL1 inh	HTT aggregate	NPSR antag	CBFb RUNX1 block	IMPase Li cell	Luc counter
21	O=C(CSc1ncnc2[nH]ncc12)Nc1nc(-c2ccc(F)c(F)c2)cs1	-3.8%	-2%	?	-4%	?	16%	1%
22	CCn1c(SCC(=O)Nc2ccc(S(N)(=O)=O)cc2)nnc1-c1ccccc1OC	-0.9%	4%	0%	-3%[46.1 µM]	2%	5%[38.3 µM]	-2%
23	Cc1cc(C)n2c3c(c(C#N)c2n1)CC(C)(C)OC3	-4.3%	3%	0%	-2%[46.1 µM]	1%	nt	nt
24	COc1ccc(N/N=C(/C#N)S(=O)(=O)C(C)(C)C)cc1	-2.7%	nt	-5%	-7%	-6%	3%	-5%
25	CCOC(=O)C1=C(C)Nc2ccccc2S1	-4.3%	nt	-19%[9.22 µM]	-10%	-5%	nt	nt

Further records.
#	SMILES	Epigenetic derep	L3MBTL1 inh	HTT aggregate	NPSR antag	CBFb RUNX1 block	IMPase Li cell	Luc counter
26	Cc1cc(C(=O)N[C@@H](c2ccccc2)[C@]2(C)C[C@H]2[C@@H](C)C(=O)Nc2ccc3ccccc3c2)no1	6.9%&2.3%	-12%	-16%	-5%	0%[2.36 µM]	26%&1%	0%&-2%
27	Cc1cc2ccccn2c1C(=O)Nc1ccccc1	-0.7%	0%	19%	-20%	1%	6%	-4%
28	NC(=NCCc1ccccc1)NS(=O)(=O)c1ccc(F)cc1	1.1%	4%	7%	7%	-3%	1%	-1%
29	COc1ccc2ccccc2c1CN1CCN(Cc2ccccc2)CC1	-1.1%	-2%	-7%	-5%[46.1 µM]	-2%	12%[38.3 µM]	-2%
30	O=C(COc1ccc([N+](=O)[O-])cc1)Nc1cc(C(=O)O)cc(C(=O)O)c1	-1.2%	nt	6%	12%	-4%	7%	-2%
31	Cn1c(N)c(C(=O)c2ccc(F)cc2F)c(=O)n(C)c1=O	-0.9%	3%	?	-15%[46.1 µM]	1%	nt	nt
32	O=C(CSc1n[nH]c(-c2ccc(S(=O)(=O)N3CCCCC3)cc2)n1)Nc1nccs1	-1.0%	nt	-32%	-25%[46.1 µM]	1%	42%[activator][38.3 µM]	0%
33	Cc1ccc2nc(NC(=O)C3CCCN(S(=O)(=O)c4cccnc4)C3)sc2c1 (stereo unspecified)	-0.8%	-17%	?	-15%[46.1 µM]	16%	22%[38.3 µM]	1%
34	COc1ccc(OC)c2sc(N3CCc4ccccc4C3)nc12	2.6%	?	-9%	-23%	-2%	5%	1%
35	CN=Cc1cc(-c2ccccc2)sc1O	-1.1%	-15%	-20%	-7%[46.1 µM]	-12%	17%	1%
36	Cc1ccc(C(=O)N2CCN(c3ccccn3)CC2)cc1[N+](=O)[O-]	-1.3%	-8%	7%[9.22 µM]	2%	-1%	-2%	-2%
37	COC(=O)CSc1nnc(-c2ccncc2)o1	-2.0%	nt	2%	-11%[46.1 µM]	1%	-2%[38.3 µM]	-1%
38	COc1cc(O)c(C(CC(=O)N2CCCCC2)c2ccc(N(C)C)cc2)c(OC)c1 (stereo unspecified)	-2.0%	nt	-18%[9.22 µM]	13%	?	nt	nt
39	COC(=O)c1cn(NC(=O)c2ccc(OC)c(OC)c2)c(=O)c2ccccc12	5.0%	-2%	-17%	11%[46.1 µM]	17%	?	3%
40	CC(NCc1ccc(F)cc1)C(=O)NC1CCCCC1 (stereo unspecified)	-1.1%	7%	-11%[9.22 µM]	-1%	-5%	-4%	-2%
41	O=C(Nc1nnc(Cc2ccc(Cl)cc2)s1)C1CCCO1 (stereo unspecified)	-2.1%	-2%	nt	5%	-1%	16%	-2%
42	Cc1ccc(S(=O)(=O)n2nc(OC(=O)c3c(-c4ccccc4Cl)noc3C)cc2N)cc1	1.9%	-1%	?	-30%[46.1 µM]	1%	14%[38.3 µM]	-6%
43	O=C(Nc1nnc(C2CC2)s1)c1cc([N+](=O)[O-])ccc1N1CCCCC1	0.0%	-7%	22%	-8%	-9%	5%	1%
44	O=C(NC(=S)Nc1ccc(N2CCOCC2)c(Cl)c1)c1sc2ccccc2c1Cl	0.0%	3%	8%	-8%	-1%	-7%	2%
45	Cc1n[nH]c(=S)n1-c1ccc(Cl)cc1	1.1%	-2%	-5%[9.22 µM]	-8%	5%	10%	-1%
46	CCCCN(c1ccccc1)c1ncnc2nc[nH]c12	-1.0%	32%[activator]	?	-11%	-5%	23%	-1%
47	NNC(=O)CNC(=O)c1ccc(F)cc1	0.0%	-17%	28%	20%	-5%	-5%	3%
48	CN1CCN(C(=O)c2ccccc2Nc2ccc(SC(F)F)cc2)CC1	-1.6%	-10%	-11%	3%	2%	8%	-1%
49	CN(C)C(/C=C/Nc1ccc([N+](=O)[O-])cc1)=C(C#N)C#N	-1.4%	-13%	7%	2%	23%	12%	5%
50	O=C(Nc1nccs1)c1cccc(S(=O)(=O)N2CCCCC2)c1	1.0%	nt	-12%	-2%[46.1 µM]	2%	18%[38.3 µM]	0%
51	CCOC(=O)c1c(C)n(-c2ccc(C)cc2)c2c(C(C(C)=O)C(=O)O)c(Br)c(O)c(O)c12 (stereo unspecified)	6.7%	nt	13µM*	10µM*	-24%	49%[activator][38.3 µM]	-4%

3 structures out of the list, arranged by molar mass, low to high:
#	SMILES	Epigenetic derep	L3MBTL1 inh	HTT aggregate	NPSR antag	CBFb RUNX1 block	IMPase Li cell	Luc counter
45	Cc1n[nH]c(=S)n1-c1ccc(Cl)cc1	1.1%	-2%	-5%[9.22 µM]	-8%	5%	10%	-1%
25	CCOC(=O)C1=C(C)Nc2ccccc2S1	-4.3%	nt	-19%[9.22 µM]	-10%	-5%	nt	nt
49	CN(C)C(/C=C/Nc1ccc([N+](=O)[O-])cc1)=C(C#N)C#N	-1.4%	-13%	7%	2%	23%	12%	5%

Assay outcomes from PubChem BioAssay.

Not all compounds are listed; count on the stated rates, not on these rows.
